Source: PubChem BioAssay (several laboratories)
FID counter: compounds displacing fluorescent DNA intercalator, primary screen, artefact control for HCV NS3 helicase inhibitor project, biochemical, FID fluorescence. DNA fluorescent intercalator displacement. inhibition, % at 7.9 µM. 0.17% of 290,000 active. AID 1845, 2009; in the data active = inhibition above about 37%;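 note: 0% = vehicle and 100% = reference compound; higher means more ethidium bromide displaced from hairpin DNA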
SUMO HTRF inh: inhibitors of in vitro SUMOylation cascade, primary screen, biochemical, HTRF, uHTS; SUMO-conjugating enzyme UBC9 (Homo sapiens), P63279; HTRF SUMOylation assay, SAE1/SAE2 + UBC9; inhibition, % at 35 µM; 0.36% of 290,000 active; AID 2006, 2009; in the data active = inhibition above about 50%, passing the limit was not always enough; note: strong numbers were not always called active
Target sequence (P63279 whole entry, looked up): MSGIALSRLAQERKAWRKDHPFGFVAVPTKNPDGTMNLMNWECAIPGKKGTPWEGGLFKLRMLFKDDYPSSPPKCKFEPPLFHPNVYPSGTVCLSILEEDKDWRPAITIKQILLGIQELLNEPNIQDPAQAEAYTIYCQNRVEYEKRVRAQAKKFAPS
PfM18AAP inh: PfM18AAP inhibitors, malaria aminopeptidase, primary screen, biochemical, QFRET, recombinant enzyme; H-Glu-NHMec fluorogenic cleavage; AID 1822, 2009; 1.2% of 290,000 active; M18 aspartyl aminopeptidase (Plasmodium falciparum 3D7); inhibition, % at 7.35 µM;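 active = inhibition above the campaign mean inhibition over all tested compounds plus 3 SD, cut at about 28% in these data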;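 note: 0% = plate median of test compound wells and 100% = 2 mM ZnCl2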
IDE inh: human IDE inhibitors in live cells, primary screen, fluorescence polarization, HEK cells, FAbetaB substrate. Insulin-degrading enzyme (Homo sapiens), P14735. FAbetaB cleavage. inhibition, % at 5.59 µM. 0.41% of 320,000 active. AID 434962, 2010;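 active = percent inhibition above the average of all tested compounds plus 3 SD, set per screening campaign, cut at about 16% in these data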;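 note: IDE supplied by intact live HEK cells; FP after avidin binding of uncleaved biotin substrate so inhibition keeps polarization high; 0% = DMSO wells and 100% = 60 µM reference IDE inhibitor Ii1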
p-CIP stab down: p/CIP-EGFP fusion destabilizers, primary screen, fluorescence, F442A cells. decrease of EGFP signal, % at 10 µM. Q05BA5. 0.01% of 290,000 active. 16 h;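 active = EGFP signal decrease of at least 30% at 10 µM or well 3 SD below plate mean, unless failing retest; inactive = the rest, including hits failing retest or dose response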; note: some compounds called inactive have numbers as strong as hits; many of its hits are not listed in these tables
IMP-1 inhibitor: IMP-1 metallo-beta-lactamase inhibitors, primary screen, biochemical, epi-absorbance readout, Pseudomonas aeruginosa enzyme. metallo-beta-lactamase IMP-1 (Pseudomonas aeruginosa). purified IMP-1, nitrocefin hydrolysis, epi-absorbance fluorescence. inhibition, % at 5.6 µM. 0.45% of 290,000 active. AID 1556, 2009;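 active = inhibition above the mean plus 3 SD of all compounds in the same screening run, cut at about 4.5% in these data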;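 note: 0% = IMP-1 with DMSO and 100% = DMSO wells lacking enzyme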
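system = purified recombinant IMP-1 beta-lactamase | amount = 0.2 nM IMP-1, as dispensed | medium = HEPES buffer pH 7.1 with ZnSO4 and Brij 35 | times = 25 °C, 15 min preincubation, 25 min reaction | detection = plate fluorescence quenching by hydrolysis product, ex 480/em 530 nm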
IDE cell activ: human IDE activators in live cells, primary screen, fluorescence polarization, HEK cells, FAbeta-B substrate | Insulin-degrading enzyme (Homo sapiens), P14735 | 0.073% of 340,000 active | AID 493087, 2011 | activation, % at 5.96 µM | FAbeta-B cleavage; 0% vehicle, 100% cell-free pure enzyme wells;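 active = activation above the mean of all tested compounds plus 3 SD, set per screening campaign, cut at about 17% in these data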
HCV NS3 hel inh: inhibitors of HCV NS3 helicase, primary screen, biochemical, Cy5 molecular beacon fluorescence. NS3 helicase DNA unwinding. inhibition, % at 10.9 µM. 0.56% of 290,000 active. AID 1800, 2009;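 active = inhibition above the mean of all tested compounds plus 3 SD, set per campaign, cut at about 35% in these data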;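 note: 0% = DMSO wells and 100% = thioflavine S control wells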
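Material: hepatitis C virus NS3 helicase domain fragment enzyme; measured by: Cy5 fluorescence, 0 and 60 min reads; control set: DMSO and thioflavine S; incubation: 60 min unwinding reaction at 25 °C after ATP addition; read-out basis: % inhibition from 60/0 min fluorescence ratio, DMSO 0%, thioflavine S 100%; repeats: singlicate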
VIM-2 inh: VIM-2 metallo-beta-lactamase inhibitors, primary screen, biochemical, epi-absorbance readout, Pseudomonas aeruginosa enzyme. AID 1527, 2009. inhibition, % at 5.6 µM. 0.89% of 290,000 active. purified VIM-2, nitrocefin hydrolysis, epi-absorbance fluorescence;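 active = inhibition above the mean of all tested compounds plus 3 SD, cutoff set per screening run, cut at about 7.5% in these data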;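 note: red hydrolysis product quenches plate fluorescence so inhibitors raise well fluorescence; 0% = enzyme with DMSO and 100% = DMSO without enzyme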
Numbers without * were called inactive; . = no result given; & = joins results of further samples. Rows are unselected; 3.6% or so of the library scored in one or more.

SMILES	FID counter	SUMO HTRF inh	PfM18AAP inh	IDE inh	p-CIP stab down	IMP-1 inhibitor	IDE cell activ	HCV NS3 hel inh	VIM-2 inh
COc1ccc(OC)c(NC(=O)CN(c2ccc(C)cc2)S(=O)(=O)c2c(C)n[nH]c2C)c1	-37	-6	-2	2	-4	-0.7	0	-30	-3.0
COc1ccc(NC(=O)Nc2cccnc2)cc1	-1	34	-12	1	-6	0.2	-1	-6	1.8
COc1cccc(NC(=O)Nc2ccc3nc(C)c(C)nc3c2)c1	-8	8	-5	2	6	-0.6	2	13	-0.8
CCCCCNC(=O)C1c2ccccc2Oc2ccccc21	-7	9	4	0	-2	-2.2	4	2	-2.2
Cc1cccc(C(=O)NC(=S)Nc2ccc(Cc3ccncc3)cc2)c1	-6	16	3	-1	-12	-2.0	3	-15	-3.4
Cc1ccc(S(=O)(=O)NNC(=O)C(=O)NNc2ccccn2)cc1	-11	-20	6	4	9	-1.4	-2	3	-2.9
CCOc1c(CNCc2ccc(C(=O)O)cc2)cccc1OC	1	13	-2	7	-3	0.0	0	5	-1.9
Cc1cc(C)c2c(-c3ccc(F)cc3)c(C#N)c(=O)n(C)c2n1	-16	-9	0	0	4	-0.9	3	0	-0.4
O=C(CCCC(=O)c1ccc(F)cc1)c1ccc(F)cc1	-18	7	-4	-3	-6	2.4	1	7	2.5
Cc1cccc(N=Nc2c(N)n[nH]c2N)c1	-2	4	13	-4	-4	-6.3	4	-4	-2.3
CCOc1ccccc1NC(=S)NCc1cccn1C	-7	12	0	-2	14	-3.0	-1	-9	-3.2
Cc1nc2c(o1)CCc1ccccc1C2O (stereo unspecified)	-5	5	4	-3	1	-4.3	6	-5	-5.7
COC(=O)c1c(NC(=O)CSc2nc3ccccc3c(=O)n2Cc2ccco2)sc(C)c1C	-5	0	1	5	-7	-3.5	1	5	-0.2
O=C(CSc1ccccn1)Nc1nc2ccccc2s1	-9	-2	6	3	-5	-2.6	1	-4	-3.8
Cc1cccc(NC(=O)c2cnc3sccn3c2=O)c1C	4	-3	0	.	-15	3.4	.	-3	0.5
Cc1cc(-c2n[nH]c(=S)n2/N=C/c2ccc(Br)s2)n[nH]1	-7	-3	7	2	4	-0.7	-5	7	0.0
CN1CCN(C(=O)C2=C[C@H](c3ccccc3)C[C@H](OCc3ccc(CO)cc3)O2)CC1	0	6	3	1	-9	-2.7	0	-4	-2.3
CSc1nc(NC(C)(C)C)nc(Oc2ccc(=O)[nH]n2)n1	-7	11	6	5	-3	-2.9	3	-1	-2.8
CCC(=O)c1ccccc1OCCCn1cncn1	-4	-6	0	9	8	-5.2	0	1	-4.2
CCOc1c(C)cc(-c2ncccc2O)cc1C	2&-2	21&19	9&-10	1&6	-4&-7	1.3&-4.1	-1&1	-11&-1	1.4&-5.4
CN(C)C(=O)NC1CCCCCCCCCCC1	6	-6	-12	3	1	0.8	5	16	0.9
COCCCn1c(SCC(=O)N2CCc3ccccc32)nnc1-c1ccco1	-9	14	2	-1	-9	-1.9	2	-6	-4.0
COC(=O)c1ccc(C)c(NC(=O)C(CCSC)NC(=O)c2cc(OC)c(OC)c(OC)c2)c1 (stereo unspecified)	-42	-9	0	0	-3	-3.1	0	-5	-2.9
COc1ccc2ccccc2c1/C=N/O	1	-6	1	2	6	-2.9	1	4	-2.5
COc1ccccc1NC(=O)CSc1nc(O)cc(=O)n1-c1ccccc1OC	-34	19	13	-1	-14	1.3	10	17	1.1
CCOc1ccc(NC(=O)CSc2nnc(CNC(=O)c3ccco3)o2)cc1	-3	-26	3	0	14	-3.4	-1	8	-2.1
COc1ccc(N/N=C(/C#N)S(=O)(=O)C(C)(C)C)cc1	-3	10	1	3	0	-0.6	-3	-5	-2.3
Cc1cccc(OCCSc2nncn2C)c1	-2	-3	-1	-2	2	-0.6	4	-15	1.5
CCCn1c(SCC(=O)NCCc2ccccc2)nnc1C(C)C	-16	-6	3	-3	-1	-3.0	1	6	-3.1
C=CCOc1c(Br)cc(CNc2ccc(NC(=O)C(C)C)c(OC)c2)cc1OC	-8	-10	8	0	-3	-2.5	6	-8	-0.6
COc1ccccc1NS(=O)(=O)c1cc(NC(=O)Nc2ccc(Cl)cc2Cl)ccc1N1CCCCC1	0	1	0	6	-5	0.3	0	-8	1.2
COCCCNC(=O)COc1ccc2oc3c(c2c1)CCCC3	-33	18	1	2	-16	-3.6	4	-5	-1.7
CC(C)Oc1ccc(CCNC(=O)C2CCC(=O)N(C3CCCCCC3)C2)cc1 (stereo unspecified)	-48	11	-5	-2	-17	-3.1	-6	-8	-1.9
O=C(CSc1ccccn1)Nc1nc2c(ccc3ccccc32)s1	-3	-9	1	-3	-1	-1.6	-6	-7	-2.4
CCOc1ccc(Cl)cc1CSc1n[nH]c(CC)n1	-10	1	-7	3	-6	-2.5	-6	-1	-1.7
CCC(=O)Nc1ccc(C(=O)NNC(=O)c2cccc(C)c2)cc1	-6	-2	-10	1	4	-1.2	-1	2	-0.7
O=C(CCN1C(=O)/C(=C/c2ccc3c(c2)OCO3)SC1=S)Nc1ccccc1	0	2	-4	-3	-5	-2.7	-2	7	-2.9
Cc1ccc(OCC(=O)NC2CCCCCC2)cc1C	-35	9	-3	2	-12	-3.0	2	-8	-2.4
O=C(Oc1ccc(N(Cc2cccs2)C2=NS(=O)(=O)c3ccccc32)cc1)c1ccccc1	2	6	-12	-1	6	1.4	6	2	-1.0
O=C(NCC1(c2ccccc2)CCCC1)C(=O)N1CCOCC1	-3	14	2	1	-3	-1.9	5	4	-3.3

A draw from above in order of SMILES length, falling:
SMILES	FID counter	SUMO HTRF inh	PfM18AAP inh	IDE inh	p-CIP stab down	IMP-1 inhibitor	IDE cell activ	HCV NS3 hel inh	VIM-2 inh
CCC(=O)Nc1ccc(C(=O)NNC(=O)c2cccc(C)c2)cc1	-6	-2	-10	1	4	-1.2	-1	2	-0.7
O=C(CSc1ccccn1)Nc1nc2c(ccc3ccccc32)s1	-3	-9	1	-3	-1	-1.6	-6	-7	-2.4
Cc1ccc(OCC(=O)NC2CCCCCC2)cc1C	-35	9	-3	2	-12	-3.0	2	-8	-2.4

Next section.
SMILES	FID counter	SUMO HTRF inh	PfM18AAP inh	IDE inh	p-CIP stab down	IMP-1 inhibitor	IDE cell activ	HCV NS3 hel inh	VIM-2 inh
CCOC(=O)C1=C(Cn2cnc3ccccc32)NC(=O)NC1c1ccc(OC)cc1 (stereo unspecified)	-28	6	4	5	-12	0.7	6	-4	-2.8
O=C1c2cnc3ncnn3c2CC2c3ccccc3CCN12 (stereo unspecified)	-3	17	-2	-2	7	-0.2	4	7	1.1
CCN(CC)c1ccc(-n2c(C)c(C(C)=O)c(C(C)=O)c2C)cc1	-25	-4	28*	3	-32	-0.7	-2	2	0.5
COc1cc(NC(=O)[C@@H](NC(=O)c2ccco2)C(C)C)c(OC)cc1NC(=O)c1ccccc1	-3	-28	9	3	9	-3.1	11	7	-2.9
COc1ccc(N/N=C(\C#N)C(=N)SCc2ccccc2)cc1	1	-15	13	.	-10	-2.6	4	0	-2.6
O=C(NCCc1ccccc1)C(=O)NCC1OCCCN1S(=O)(=O)c1ccc(F)cc1 (stereo unspecified)	-33	6	-1	-2	-8	-0.9	6	2	-0.6
CCCC[C@@H]1CNC(=S)N1CCCc1cc(OC)c(OC)c(OC)c1	-28	0	1	-3	2	-3.5	1	-4	-2.4
CN(NC1OC(=O)c2ccccc21)c1c([N+](=O)[O-])cc(C(F)(F)F)cc1[N+](=O)[O-] (stereo unspecified)	-16	2	-6	2	-5	0.5	3	15	0.7
CNC(=O)c1c(Cl)cnn1-c1ccc(F)cc1	0	6	3	2	1	-3.4	8	-7	-0.9
CCCCC[n+]1ccn(C2=C([O-])c3ccccc3C(=O)/C2=N\S(=O)(=O)c2ccc(Cl)cc2)c1	-6	11	1	5	-7	-5.6	12	15	-2.6
Cc1ccc(Cl)cc1NC(=O)COC(=O)c1ccc(N2CCCC2)c([N+](=O)[O-])c1	0	15	-4	5	-1	0.1	.	-14	-2.2
COc1cc(/C=C2/C(=O)NN(c3cccc(C)c3)C2=O)ccc1OC(=O)c1ccco1	-11	3	2	-7	-2	-2.5	-5	40*	-3.8
CCOC(=O)CC1C(=O)NCCN1C(=O)c1cc2c(=O)n3ccccc3nc2s1 (stereo unspecified)	-9	32	-2	1	-9	-4.4	.	8	5.1
Nc1ccn(Cc2ccc(F)cc2)n1	-6	-3	-12	3	-12	-0.9	0	-14	-2.6
COc1ccc(CCNC(=O)COC(=O)C23CC4CC(CC(C4)C2)C3)cc1	-30	-15	6	6	0	-3.3	7	-9	-0.4
CC1CCN(Cc2cc(=O)oc3cc(O)c(Cl)cc23)CC1	-5	55*	8	-6	0	-3.2	1	-7	-1.1
O=C(C1=C(O)C(=O)N(c2ncccn2)C1c1cccc(Cl)c1)c1ccco1 (stereo unspecified)	-18	9	19	2	-9	-0.7	6	18	-1.8
CCOC(=O)N=Nc1c(O)n(C)c2ccccc12	-1	1	-7	-5	4	-0.8	-2	1	-0.1
CCCCCCOC(=O)Sc1nc2ccccc2o1	-4	-1	12	10	0	-1.8	2	9	-1.3
O=[N+]([O-])c1ccc(NC(=S)N2CCCC2)cc1	0	10	4	0	-2	-4.7	2	6	1.5
N=c1sccn1CC(=O)Nc1ccc(S(=O)(=O)N2CCOCC2)cc1	4	12	8	-2	1	-2.2	4	-7	-3.5
Cc1cc(C)c(SCCc2ccncc2)c(C)c1	-22	25	-5	-6	-1	1.7	2	-10	-1.3
COCCNC(=O)Cn1ccc2cc(S(=O)(=O)N3CCCCC3)ccc21	-16	0	-5	4	-8	-5.1	1	7	-0.9
CCCNC(=O)CN(c1ccc(F)c(Cl)c1)S(C)(=O)=O	0	22	-2	7	-3	-3.3	5	2	-0.2
O=C(COC(=O)C1C2CC3OC(=O)C1C3C2)Nc1ccc(F)cc1 (stereo unspecified)	-4	-17	1	2	0	-2.3	1	0	-0.7
C=CCn1c(O)c(N=Nc2nc3ccccc3c(=O)n2-c2ccccc2)c2ccccc21	-2	3	3	7	4	-2.5	3	8	-0.5
O=C1CCC(C(=O)N2CCCCO2)CN1CCc1ccccc1 (stereo unspecified)	-10	-12	2	0	12	-0.4	3	-1	-1.7
CCc1ccc(Nc2nnc(SCC(=O)c3ccc4c(c3)NC(=O)CO4)s2)cc1	-7	-1	4	.	22	-1.9	.	-7	-5.4
S=C(Nc1ccccc1)Nc1ccc(Cl)cc1Cl	-1	20	1	2	-4	0.0	4	0	-1.2
